Screens as filed in PubChem.
LGR2 inh – blocks bursicon-induced cAMP signaling via Drosophila LGR2; 380,000 compounds, 0.35% hits; HEK293 LGR2, CRE-luciferase, bursicon-stimulated, 4 h; inhibition, % at 9.99 µM;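 active means drop in luminescence signal, shown as inhibition above about 50% in the replicate tests, limit read from the data, passing the limit was not always enough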;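 further: agonist challenge used bursicon conditioned medium at about half maximal strength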
PGC1a acetyl inh – modulators of PGC1a acetylation; U2OS PGC1a acetylation, AlphaScreen anti-acetyl-lysine; with virally co-expressed GCN5 acetyltransferase; inhibition, % at 15.6 µM; 350,000 compounds, 0.17% hits; AID 651687;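 active means every replicate shows inhibition of at least 40%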;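 further: 0% = neutral control wells and 100% = positive control wells; some results beyond the cut were filed as inactive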
XiGFP reactiv – reactivates the inactive X chromosome in mouse fibroblasts; XiGFP mouse fibroblasts, % GFP-positive cells imaging, 3 d; cells co-treated with 5-aza-dC sensitizer; scaled so ellipticine positive control = 100%; activation, % at 7.58 µM; 360,000 compounds, 0.055% hits;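 active means mean normalized replicate activation at least 10% and every replicate at or above 10%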;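 further: 0% = median of on-plate neutral control wells and 100% = ellipticine 6 µM median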
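System: XiGFP fibroblasts, SV40-immortalized. Medium: DMEM plus 5-aza-dC sensitizer. Doses: single point. Timing: 3 d treatment, 15 min room-temperature fixation. Control set: ellipticine 6 µM.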
Cneo AK release – causes C. neoformans cell lysis | adenylate kinase release luminescence, 4 h; normalised: neutral wells 0, clomiphene wells 100 | lysis activity, % at 15 µM | 360,000 compounds, 0.2% hits | AID 651654;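 active means mean lysis activity across replicates of at least 80%, whatever share of replicates individually reach that level; inactive means mean lysis activity below 80%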
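Assay system: C. neoformans cells. Amount: yeast cell density of 5 × 10^6 cells/mL. Technique: AK luminescence. Buffer or medium: YPD. Times: static 4 h at 37 °C with compound, 1 h detection. Dosing: single-point compound dose. Read-out: lysis from increased AK signal.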
S100A4 MyoIIA – inhibitors of human S100A4 binding to myosin IIA peptide. 360,000 compounds, 0.14% hits. S100A4/TAMRA-MyoIIA peptide fluorescence polarization. P26447. inhibition, % at 10.7 µM;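 active means mean inhibition of at least 70% across replicates, with every replicate also reaching that level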
Target sequence (P26447 whole entry, looked up): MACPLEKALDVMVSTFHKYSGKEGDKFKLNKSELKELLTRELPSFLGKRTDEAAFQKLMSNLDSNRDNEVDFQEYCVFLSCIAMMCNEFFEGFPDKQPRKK
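Material: S100A4 monomer protein / Buffer or medium: 50 mM HEPES pH 7.2, 10 mM CaCl2, 100 mM KCl / Times: 5 min incubation before reading / Benchmarks: neutral control DMSO, positive control TFP / Reagent: labelled myosin peptide probe, 5 nM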
SIRT5 inh – sirtuin-5 (human) deacylase inhibition. Q9NXA8. Purified SirT5, succinyl-peptide AMC, trypsin-coupled fluorescence. inhibition, % at 15 µM. 330,000 compounds, 1.1% hits. AID 652115; in the data active means inhibition above about 15%
Target sequence (Q9NXA8 whole entry, looked up): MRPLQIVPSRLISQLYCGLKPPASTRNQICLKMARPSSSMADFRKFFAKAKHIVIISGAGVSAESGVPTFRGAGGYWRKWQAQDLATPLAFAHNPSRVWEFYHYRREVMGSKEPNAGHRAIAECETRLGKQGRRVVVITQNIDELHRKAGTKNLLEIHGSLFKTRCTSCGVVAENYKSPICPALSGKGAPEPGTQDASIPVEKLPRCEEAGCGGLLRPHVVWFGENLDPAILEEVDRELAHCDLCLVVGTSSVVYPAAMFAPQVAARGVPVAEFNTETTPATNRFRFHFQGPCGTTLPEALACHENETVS
C2C12 statin – protects C2C12 myotubes from simvastatin toxicity | rescue of ATP level, % at 7.49 µM | ATP luminescence, 48 h; scaled: DMSO 0, geranylgeraniol control 100 | 330,000 compounds, 0.78% hits;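 active means mean ATP rescue above about 67%, or every replicate alone reaching that limit, limit read from the data, passing the limit was not always enough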;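 further: myotubes were challenged with 10 µM simvastatin during compound exposure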
ERAP1 inh – blocks human ERAP1 aminopeptidase activity; 340,000 compounds, 0.15% hits; inhibition, % at 10.7 µM; recombinant ERAP1, Leu-AMC fluorescence, 60 min;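 active means mean replicate inhibition of at least 30%, or all replicates individually reaching that 30% level; inactive means mean below 30% and not every replicate reaching it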;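 further: 0% = neutral control wells and 100% = L-leucinethiol positive control wells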
Active calls of the source: *; . = no result given; & = joins results of further samples. These rows are one share of the data, so the mix of outcomes need not match the whole.

SMILES	LGR2 inh	PGC1a acetyl inh	XiGFP reactiv	Cneo AK release	S100A4 MyoIIA	SIRT5 inh	C2C12 statin	ERAP1 inh
Cc1noc(C)c1S(=O)(=O)N(C)C[C@@H]1OCCCC[C@@H](C)Oc2ccc(NC(=O)Nc3ccc4c(c3)OCO4)cc2C(=O)N([C@@H](C)CO)C[C@@H]1C	-8	10	0.0	10	.	.	.	.
O=C(NCc1ccccc1)OCCN1CCN(Cc2ccccc2)CCC1=O	-1	-9	0.0	2	4	-6	-2	-3
O=C(C[C@H]1C=C[C@@H](NC(=O)Nc2cccc(F)c2)[C@@H](CO)O1)NCC1CC1	-5	6	-0.2	-2	11	1	5	0
Cc1ccc(-c2nnn(CC(=O)N(C)C3CCCCC3)n2)o1	-7	14	0.3	0	-3	-4	2	-2
CS(=O)(=O)n1nc(-c2cccnc2)nc1NCc1ccccc1	-25	.	0.2	.	-9	3	.	.
COC(=O)C[C@@H]1C[C@H]2c3cc(NS(=O)(=O)c4ccccc4)ccc3O[C@H]2[C@H](CO)O1	9	3	0.0	-12	.	.	-4	.
O=C(Cc1cccs1)Nc1ccc(N2CCOCC2)cc1	-9	12	.	-3	-4	14	.	-2
COC(=O)Cc1ccc(NC(=O)c2ccccc2Cl)cc1	-26	.	0.2	.	0	2	.	-2
C=C(C)CNC(=S)N/N=C/c1ccccc1OCC(=O)O	12	16	0.3	.	-3	8	.	1
COc1ccc(Cc2nc(-c3ccc(-n4cccc4)cc3)no2)cc1OC	-18	1	0.2	-2	1	-3	9	-1
C[C@H](CO)N1C[C@H](C)[C@H](CN(C)Cc2ccc(C(=O)O)cc2)OCc2ccccc2-c2c(n(C)c3ccccc23)C1=O	-7	-10&-10	-0.1&0.1	4	2&5	2&1	-4	-2&-1
CC(C)CC1NC(=O)N(CC(=O)Nc2ccc(-c3ccccc3)cc2)C1=O (configuration not stated)	-17	-2	0.0	-1	1	1	-2	-3
C[C@H]1CN([C@@H](C)CO)C(=O)c2cc(-c3ccccc3)cnc2O[C@H]1CN(C)Cc1cccnc1	0	4	0.1	57	-1	1	-27	-6
CCN(CC)S(=O)(=O)c1ccc2c(c1)N(CC(=O)NCc1ccco1)C(=O)CO2	7	-2	-0.2	1	58	-3	.	-4
CCCCOC(=O)c1ccc(NC(=O)COC(=O)c2ccc3ncsc3c2)cc1	-32	0	0.0	-1	1	2	-2	3
Cc1c(OCC(=O)NC(Cc2ccc(Cl)cc2)C(=O)O)ccc2c3c(c(=O)oc12)CCCC3 (configuration not stated)	14	9	.	0	5	-3	-14	0
COc1c(O)cc2oc(-c3ccc(O)c(O)c3)cc(=O)c2c1O	-9	1	-0.4	-5	-2	.	-3	.
O=C(Nc1ccc(F)c(Cl)c1)C1CC(=O)N(Cc2ccccc2)C1 (configuration not stated)	-13	-6	0.0	-5	-9	0	.	1
O=C(CNC1CCCCC1)Nc1cccc([N+](=O)[O-])c1	7	-17	-0.1	1	-7	3	-3	1
Oc1nc(-c2ccc(Cl)cc2)n2ccncc12	11	.	0.0	.	-12	-3	.	-1

Next part; it opens with the 2 that closed the last part.
SMILES	LGR2 inh	PGC1a acetyl inh	XiGFP reactiv	Cneo AK release	S100A4 MyoIIA	SIRT5 inh	C2C12 statin	ERAP1 inh
O=C(CNC1CCCCC1)Nc1cccc([N+](=O)[O-])c1	7	-17	-0.1	1	-7	3	-3	1
Oc1nc(-c2ccc(Cl)cc2)n2ccncc12	11	.	0.0	.	-12	-3	.	-1
COc1ccc(C(=O)Nc2c(N)nc(SCC(=O)N3CCCCCC3)[nH]c2=O)cc1OC	9	21	4.3	1	0	0	-11	2
Cc1cc(NC(=O)c2oc3ccccc3c2C)ccc1-n1cnnn1	-17	8	.	0	-4	1	-24	-2
COc1ccc(C=NNC(=S)NN=Cc2ccc(OC)c(OC)c2)cc1OC	-66	5	0.0	0	-15	-2	-22	2
COc1ccccc1C/C(N)=N/OC(=O)COc1ccccc1C	4	6	.	-10	1	-4	8	4
O=C(CSc1nc2[nH]c(=O)cc(O)c2s1)NCCc1ccccc1	-5	-1	0.3	2	2	6	34	-6
O=[N+]([O-])c1cccc(-c2nc(-c3ccccn3)no2)c1	46	.	0.0	.	2	-3	.	.
Cc1c(N(C)S(=O)(=O)c2cc(C(=O)NCC3CCCO3)ccc2Cl)c(=O)n(-c2ccccc2)n1C (configuration not stated)	3	.	0.2	2	17	0	12	0
C[C@@H](O)C#Cc1ccc([C@@H]2[C@@H](CO)N3CCCCN(C(=O)c4cccc(F)c4)C[C@@H]23)cc1	7	2	0.2	-1	7	0	-31	-1
CO[C@@H](CN(C)S(=O)(=O)c1ccc(C)cc1)[C@H](C)CN([C@@H](C)CO)S(=O)(=O)c1cccc(Cl)c1	2	1	0.1	6	4	-2	-17	0
O=C(CNC(=O)c1ccco1)NCc1nc2ccccc2[nH]1	-14	.	0.1	-2	0	-1	7	-1
CC(C)(C)C(=O)/C=c1\[nH]c(=O)/c(=C\c2ccccc2F)s1	-12	1	0.1	.	-4	-4	.	1
Cn1c(=O)c(C(=O)NCc2ccc(Cl)cc2)c(O)c2ccccc21	9	3	0.3	-1	3	-1	35	4
O=C1c2ccccc2NC(c2cccc(O)c2)N1c1ccccc1 (configuration not stated)	-1	-9	0.0	1	-3	-4	-6	1
COc1ccc(S(=O)(=O)N(C)C[C@H]2Oc3ccc(NC(=O)CCCCCC(=O)Nc4ccccc4N)cc3CC(=O)N([C@@H](C)CO)C[C@H]2C)cc1	5	-19	-0.4	0	-1	2	-2	0
O=C(C[C@@H]1CC[C@H]2[C@@H](COC[C@H](O)CN2CC2CCCCC2)O1)NCc1ccc(Cl)cc1	4	8	0.1	-5	2	-1	-20	0
CCOC(=O)Nc1ccc(NC(=O)OCC)cc1	-17	3	.	1	-5	4	0	-4
Cn1c(NC(=O)Cc2cccc3ccccc23)cc(=O)n(C)c1=O	-19	7	0.0	1	-8	2	0	2
CC(=O)NCCc1nc2cc(NC(=O)c3ccccc3Cl)ccc2n1C	-21	19	0.0	9	-1	-7	-2	0
CO[C@H]1CN(C)C(=O)c2ccc(NC(C)=O)cc2OC[C@@H](C)N(C(=O)CC2CC2)C[C@H]1C	3	2	0.3	-1	12	-9	-11	-1
O=C(NCCc1nnc2ccc(NCC3CCCO3)nn12)c1ccccc1 (configuration not stated)	6	-2	0.0	-9	0	-5	1	3

The last four records of the section above lead into the next:
SMILES	LGR2 inh	PGC1a acetyl inh	XiGFP reactiv	Cneo AK release	S100A4 MyoIIA	SIRT5 inh	C2C12 statin	ERAP1 inh
Cn1c(NC(=O)Cc2cccc3ccccc23)cc(=O)n(C)c1=O	-19	7	0.0	1	-8	2	0	2
CC(=O)NCCc1nc2cc(NC(=O)c3ccccc3Cl)ccc2n1C	-21	19	0.0	9	-1	-7	-2	0
CO[C@H]1CN(C)C(=O)c2ccc(NC(C)=O)cc2OC[C@@H](C)N(C(=O)CC2CC2)C[C@H]1C	3	2	0.3	-1	12	-9	-11	-1
O=C(NCCc1nnc2ccc(NCC3CCCO3)nn12)c1ccccc1 (configuration not stated)	6	-2	0.0	-9	0	-5	1	3
Cc1ccc(NS(=O)(=O)c2ccc3c(c2)NC(=O)CCS3)c(C)c1	11	10	0.1	0	-15	-4	18	1
CCc1cccc2c(C(=O)CSc3nnc(-c4ccncc4)n3C)c[nH]c12	-1	53	0.2	1	-19	-1	10	6
CC(C)CC1COC(=O)N1 (configuration not stated)	-7	3	0.1	5	-2	-4	12	0
COCC1CCCCN1C(=O)c1ccc2oc(CCCc3ccccc3)nc2c1 (configuration not stated)	-25	.	0.0	1	-4	0	.	-1
CCOC(=O)N1CCN(C(=O)c2ccc(C)c(S(=O)(=O)N3CCCCC3)c2)CC1	6	-2	0.1	-1	-3	-3	-10	-2
C[C@H]1CCCCO[C@H](CN(C)C(=O)Nc2ccccc2)[C@@H](C)CN([C@@H](C)CO)C(=O)c2cc(NS(=O)(=O)c3cn(C)cn3)ccc2O1	11	-7	0.0	-13	2	14	.	-3
O=C(C[C@@H]1C=C[C@H](NS(=O)(=O)c2cccc(F)c2)[C@@H](CO)O1)N1CCCCC1	2	5	-0.1	3	-11	-3	-3	1
O=C(O)c1cccnc1Cl	.	6	0.1	.	-7	2	5	1
C/C(N)=C(/C#N)C(=O)COC(=O)CNS(=O)(=O)c1ccc(C)cc1	-29	.	0.0	-2	-2	-1	13	2
Cc1ccc2c(c1)CCCN2C(=O)NC1CCCCC1	-14	.	0.1	.	8	-3	.	10
O=C(C[C@H]1CC[C@@H]2[C@H](COC[C@@H](O)CN2Cc2cccc(Cl)c2)O1)N1CCOCC1	4	1	0.1	-1	-2	-1	8	0
CCCC(=O)N/N=C1\CS(=O)(=O)N(C)c2ccsc21	-10	-2	0.0	-1	-10	7	-2	-4
O=C1CC(c2ccccc2)=NN1c1nc(-c2ccccc2)cs1	-37	.	0.2	.	-1	6	.	1
C[C@@H]1CCCCO[C@H](CN(C)C(=O)NC2CCCCC2)[C@@H](C)CN([C@H](C)CO)C(=O)c2cc(NS(=O)(=O)c3ccccc3)ccc2O1	25	10	0.1	4	55	3	.	-5
OCC[C@H]1C[C@@H](O)[C@H](O)[C@]2(Cc3ccccc3CCO2)O1	2	.	-0.2	1	0	-6	-6	-3
C[C@H]1CN([C@@H](C)CO)S(=O)(=O)c2ccc(-c3ccc(C(=O)N(C)C)cc3)cc2O[C@@H]1CN(C)C	4	-9	-1.2	-1	2	.	20	0
CNC[C@H]1OCCCC[C@H](C)Oc2ccc(NC(=O)c3ccccc3)cc2C(=O)N([C@H](C)CO)C[C@@H]1C	-8	6	0.1	6	-7	6	-28	3
COc1ccccc1/C=C1\SC(=O)N(CC(=O)NCCCn2ccnc2)C1=O	7	3	0.1	0	0	-2	-9	-2
COc1ccc(-c2csc(CCN3N=C(C)CC3=O)n2)cc1	.	.	0.1	2	-1	5	5	5
O=Cc1cc(OCc2ccccc2)ccc1[B-](F)(F)F	-9	14	-0.1	2	1	0	-23	1
CCCn1nc2cc(C(=O)NC3CCc4ccccc43)ccc2c1OCC (configuration not stated)	0	-1	-0.1	3	7	-11	13	-3
C[C@H](CO)N1C[C@H](C)[C@H](CN(C)Cc2ccc(C(F)(F)F)cc2)OCCCC[C@H](C)Oc2ccc(NC(=O)Nc3ccccc3)cc2C1=O	3	-7	0.2	6	.	.	.	.
CCCN1CCc2nc(SCC(=O)Nc3ccc(C)c(Cl)c3)[nH]c(=O)c2C1	.	-16	0.0	1	-1	-5	-6	3
COc1ccccc1S(=O)(=O)N[C@@H]1CC[C@@H](CC(=O)NCc2cccc(F)c2)O[C@H]1CO	7	-9	0.4	0	46	2	-4	-1
COc1ccccc1NC(=O)c1ccc(NC(=O)CSc2nc(N)cc(=O)[nH]2)cc1	-5	.	0.4	-2	2	1	-8	0
CC1(C(=O)NCc2ccccc2)CCC(=O)N1CCc1c[nH]c2ccccc12 (configuration not stated)	3	4	0.4	5	-5	11	9	13
COC(=O)[C@@]1(Cc2ccc(F)cc2)[C@H]2c3cc(C(=O)N4CCCC4)n(CCc4c[nH]c5ccccc45)c3C[C@H]2CN1C(=O)c1ccccc1	-3	.	-0.1	.	7	0	.	.
COc1cccc(NC(=O)CC2C(=O)NC3CCCCC3N2C(=O)c2ccc(F)cc2)c1 (configuration not stated)	10	7	.	1	-5	-2	-8	-1
